# Bioassay records: PubChem BioAssay, National Center for Advancing Translational Sciences (NCATS)
# G9a inh: inhibitors of human histone lysine methyltransferase G9a; Q96KQ7; Potency, µM (series often up to 102 µM), for inactives: top-dose activity, negative = inhibition, hits mostly inhibitors; G9a H3K9 monomethylation, AlphaScreen, 2 h; AID 504332; 350,000 tested, 8.8% active; also: % is scaled to controls: 0 for no effect and ±100 for the full control effect; nearly all actives have a fitted effect of over 75% in size
#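 Using a bead-based AlphaScreen, monomethylated H3K9 product from 2 h room-temperature reactions (G9a 20 nM, peptide 500 nM, SAM 20 uM) was detected with 0.5 ug/mL rabbit anti-H3K9me1 antibody.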
# Pol iota inh: blocks human DNA polymerase iota activity | 390,000 tested, 1% active | Pol iota fluorescent replication assay, 10 min | Q9UNA4 | Potency, µM (doses to about 115 µM), inactives show at the top dose activity, negative = inhibition, actives largely listed as inhibitors
#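 Pol iota at 10 nM preincubated 15 min with compounds at room temperature; reaction started with fluorescent substrate, 50 nM final. Fluorescence read kinetically at 0 and 10 min; buffer-only wells as negative control.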
# JMJD2A Tudor: inhibitors of human JMJD2A Tudor domain; 390,000 tested, 4.4% active; AID 504339; AlphaScreen JMJD2A-Tudor / H3K4me3 peptide binding; O75164; Potency, µM (top dose mostly 114 µM), inactives show at the top dose activity change, negative = inhibition, hits mostly inhibitors; also: % is scaled to controls: 0 for no effect and ±100 for the full control effect; nearly all actives have a fitted effect of over 50% in size
# POLB inh: blocks human DNA polymerase beta activity; Pol beta primer extension/strand displacement, fluorescence kinetic; Potency, µM (highest dose often 114 µM), for inactives: at the top dose activity change, negative = inhibition, hits mostly inhibitors; 340,000 tested, 1.3% active; AID 485314; also: % is scaled to controls: 0 for no effect and ±100 for the full control effect
#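 10 nM enzyme + cpd, 15 min RT; start with substrate 50 nM final; read 0 min and after 10 min RT. Corrected, normalized data; 4-parameter Hill curve fit.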
# BAZ2B inh: blocks human BAZ2B; Potency, µM (highest dose often 114 µM), for the others: at the top dose activity change, negative = inhibition, actives largely listed as inhibitors; Q9UIF8; AID 504333; 360,000 tested, 4.4% active; AlphaScreen BAZ2B-H3K14Ac peptide displacement; also: % is scaled to controls: 0 for no effect and ±100 for the full control effect; nearly all actives have a fitted effect of over 60% in size
# Target sequence (Q9UIF8 whole entry, looked up): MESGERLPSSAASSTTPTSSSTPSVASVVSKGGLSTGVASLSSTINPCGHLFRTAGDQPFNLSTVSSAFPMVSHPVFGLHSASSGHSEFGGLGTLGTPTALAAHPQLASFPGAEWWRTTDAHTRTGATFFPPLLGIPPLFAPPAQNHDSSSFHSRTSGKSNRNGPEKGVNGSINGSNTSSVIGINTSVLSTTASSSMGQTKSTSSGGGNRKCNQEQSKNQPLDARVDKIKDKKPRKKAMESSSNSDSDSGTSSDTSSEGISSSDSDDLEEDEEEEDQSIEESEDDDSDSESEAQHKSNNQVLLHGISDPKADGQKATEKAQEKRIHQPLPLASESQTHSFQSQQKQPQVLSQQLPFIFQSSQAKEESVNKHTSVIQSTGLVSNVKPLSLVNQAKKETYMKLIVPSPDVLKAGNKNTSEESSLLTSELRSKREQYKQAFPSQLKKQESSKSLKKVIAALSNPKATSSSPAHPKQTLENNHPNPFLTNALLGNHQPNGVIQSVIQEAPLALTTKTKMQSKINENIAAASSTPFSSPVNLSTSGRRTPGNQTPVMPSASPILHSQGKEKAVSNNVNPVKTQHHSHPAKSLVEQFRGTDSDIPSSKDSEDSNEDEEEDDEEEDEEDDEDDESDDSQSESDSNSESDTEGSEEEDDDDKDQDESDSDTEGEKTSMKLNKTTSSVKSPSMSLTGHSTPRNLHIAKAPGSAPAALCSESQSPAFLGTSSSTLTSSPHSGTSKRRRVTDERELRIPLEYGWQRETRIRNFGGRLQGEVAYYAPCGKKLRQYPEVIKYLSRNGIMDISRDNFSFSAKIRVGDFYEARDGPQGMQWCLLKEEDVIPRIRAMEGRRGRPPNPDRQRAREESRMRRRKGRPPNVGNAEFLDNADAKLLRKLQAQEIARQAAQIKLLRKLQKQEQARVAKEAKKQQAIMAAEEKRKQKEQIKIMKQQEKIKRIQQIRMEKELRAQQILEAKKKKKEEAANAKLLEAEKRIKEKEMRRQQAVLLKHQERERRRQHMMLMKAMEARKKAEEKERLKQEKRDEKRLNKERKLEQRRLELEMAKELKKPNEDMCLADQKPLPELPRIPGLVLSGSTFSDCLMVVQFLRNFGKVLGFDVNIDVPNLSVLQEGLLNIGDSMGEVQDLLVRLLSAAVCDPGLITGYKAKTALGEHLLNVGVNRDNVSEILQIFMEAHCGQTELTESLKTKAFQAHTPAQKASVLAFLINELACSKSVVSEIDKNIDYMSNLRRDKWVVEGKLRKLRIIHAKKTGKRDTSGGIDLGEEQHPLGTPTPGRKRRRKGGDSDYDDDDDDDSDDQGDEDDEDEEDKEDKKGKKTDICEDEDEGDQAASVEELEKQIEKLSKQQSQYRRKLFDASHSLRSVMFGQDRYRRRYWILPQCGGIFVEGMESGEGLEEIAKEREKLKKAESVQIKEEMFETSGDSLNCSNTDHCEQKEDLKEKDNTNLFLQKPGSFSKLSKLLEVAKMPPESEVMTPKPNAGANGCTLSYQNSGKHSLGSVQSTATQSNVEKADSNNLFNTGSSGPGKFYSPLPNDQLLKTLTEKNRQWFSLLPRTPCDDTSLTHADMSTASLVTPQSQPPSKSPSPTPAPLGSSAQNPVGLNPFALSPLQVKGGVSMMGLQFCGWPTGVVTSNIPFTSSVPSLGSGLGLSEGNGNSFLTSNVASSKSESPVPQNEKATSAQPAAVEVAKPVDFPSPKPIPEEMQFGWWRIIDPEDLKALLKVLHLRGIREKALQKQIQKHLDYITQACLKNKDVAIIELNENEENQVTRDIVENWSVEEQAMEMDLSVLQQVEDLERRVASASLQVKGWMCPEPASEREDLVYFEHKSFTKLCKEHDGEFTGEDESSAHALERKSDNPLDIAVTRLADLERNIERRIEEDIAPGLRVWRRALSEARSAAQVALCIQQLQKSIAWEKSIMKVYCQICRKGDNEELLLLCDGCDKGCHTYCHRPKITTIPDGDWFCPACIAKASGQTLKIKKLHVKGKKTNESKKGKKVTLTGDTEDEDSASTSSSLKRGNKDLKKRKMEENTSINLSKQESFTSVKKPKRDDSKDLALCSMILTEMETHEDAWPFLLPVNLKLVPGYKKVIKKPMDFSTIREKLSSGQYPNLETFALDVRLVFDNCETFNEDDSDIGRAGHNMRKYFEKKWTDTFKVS
#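 Complex of BAZ2B and biotin-H3K14Ac (50 nM apiece) forms over 30 min at RT, then faces library compounds up to 110 uM for another 30 min; AlphaScreen beads added, 20 min dark incubation, luminescence read.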
# Pol eta inh: blocks human DNA polymerase eta activity | recombinant Pol eta, fluorescent DNA replication assay | Potency, µM (highest dose often 114 µM), for inactives: at the top dose activity change, negative = inhibition, most hits filed as inhibitors | Q9Y253 | AID 588591 | 390,000 tested, 1.2% active; also: % is scaled to controls: 0 for no effect and ±100 for the full control effect
#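 Fluorescent replication assay: 50 nM final substrate added after a 15 min room-temperature compound preincubation with 10 nM enzyme. Signal taken at 0 min and again at 10 min.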
# Pol kappa inh: DNA polymerase kappa (human) inhibition; AID 588579; 400,000 tested, 0.53% active; Q9UBT6; Potency, µM (highest dose often 107 µM), inactives show top-dose activity, negative = inhibition, hits mostly inhibitors; purified Pol kappa, fluorescent DNA synthesis assay, 10 min; also: % is scaled to controls: 0 for no effect and ±100 for the full control effect
#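 10 nM Pol kappa preincubated 15 min at room temperature with compounds, then reaction started with substrate at 50 nM final. Fluorescence read kinetically at 0 and 10 min; buffer-only wells served as negative control.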
# APEX1 inh: inhibitors of human APE1 endonuclease; recombinant APE1, TAMRA/BHQ-2 abasic DNA cleavage fluorescence; Potency, µM (series often up to 65.8 µM), without a hit: at the top dose activity change, negative = inhibition, usual class: inhibitors; 350,000 tested, 0.35% active;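 also: plate controls were vehicle for no effect and reference inhibitor for full effect; nearly all actives have a fitted effect of over 55% in size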
#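 0.75 nM APE1 + cpd, 15 min RT; start w/ 50 nM TAMRA/BHQ-2 THF-abasic dsDNA; kinetic fluor 525/598 nm ×3 reads @60 s; Δ(read3−read1); normalized to DMSO and NSC13755 control wells.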
# BLM helicase inh: inhibitors of human Bloom syndrome helicase BLM. P54132. recombinant BLM DNA unwinding, fluorescence dequenching. Potency, µM (doses to about 56.1 µM), inactives show at the highest dose activity change, negative = inhibition, actives largely listed as inhibitors. 350,000 tested, 0.2% active. AID 2528;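 also: plate controls were vehicle for no effect and no enzyme for full effect; nearly all actives have a fitted effect of over 35% in size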
# * hit, by the source's call; ? = inconclusive; nt = not tested or not shown; & = joins results of further samples; [ ] = remark or other dose. Calls follow the shape of the dose curve; as a rule, active = well fitted curve in the direction sought with a large enough effect; inconclusive = small, poorly fitted or top-dose-only effect, or another doubt; inactive = no such curve, though single readings can be large; an effect the other way counts as inactive or inconclusive. Potency is read from the fitted curve at half-maximal effect.
# Each structure is followed by: G9a inh	Pol iota inh	JMJD2A Tudor	POLB inh	BAZ2B inh	Pol eta inh	Pol kappa inh	APEX1 inh	BLM helicase inh
- CCC(C)C(NC(=O)OC(C)(C)C)C(=O)NC(C(=O)NC(C)C(N)=O)C(C)C (stereo not given)
→ ?	28%	-15%	7%	-17%	-19%	-6%	2%	5%
- N#Cc1ccccc1OCC(=O)Nc1c(C(=O)C2CC2)oc2ccccc12
→ 50%[activator][59 µM]	8%	-2%	-2%	-22%	9%	-15%	1%	-1%
- O/N=C(\C[n+]1ccccc1)c1ccc(Br)cc1
→ -49%	19%	-8%	1%	-11%	-7%	-9%	-17%	1%
- O=c1cnc2cnc(N3CCNCC3)nc2n1Cc1ccc(F)cc1
→ 7%[0.501 µM]	nt	nt	nt	nt	nt	2%[60.1 µM]	5%	3%
- OCCOCCn1c(-c2ccccc2)nc(=S)c2c1CCCC2
→ 50µM*	-28%	-10%	11%	6%	1%	-14%	-3%	2%
- Cc1ccc(NC(=O)c2cccc(N3CCCS3(=O)=O)c2)cc1
→ 6%[59 µM]	22%	-2%	9%	-2%	-10%	2%	nt	2%
- COc1ccc(NC(=O)C2CCN(S(=O)(=O)c3cccc4nonc34)CC2)cc1OC
→ -8%	-20%	-17%	-24%	3%	-7%	-7%	-12%	-4%
- COc1ccc(NC(=O)COC(=O)/C=C/c2ccccc2[N+](=O)[O-])cc1
→ -6%[59 µM]	18%	-9%	25%	3%	-6%	-6%	4%	-2%
- COc1ccc(N2C(=O)CC(NC34CC5CC(CC(C5)C3)C4)C2=O)c(OC)c1 (stereo not given)
→ ?	-7%	-29%	18%	-1%	1%	-2%	-1%	-3%
- COc1cc(CCC(=O)OCc2ccccc2C#N)cc(OC)c1OC
→ 19%	117%[activator]	-4%	-1%	12%	0%	-7%	13%	1%
- CCOC(=O)C1CCN(C2CC(=O)N(c3cccc(Cl)c3)C2=O)CC1 (stereo not given)
→ 8%[12.7 µM]	-9%	-12%	59%	8%	-1%	-1%[60.1 µM]	13%	-1%
- CCOCCCNC(=S)Nc1ccc2nc(N3CCCC3)cc(C)c2c1
→ ?	9%	-15%	14%	-4%	-21%	-16%	1%	0%
- O=C(/C=C/c1ccccc1)c1ccc2ccccc2c1
→ nt	22µM*	77%[activator]	nt	nt	-17%	-12%	nt	nt
- O=C1c2oc3ccccc3c(=O)c2C(c2cccc(O)c2)N1c1nncs1 (stereo not given)
→ -21%[59 µM]	-2%	-8%	?	?	-13%	-5%	nt	-6%
- N#Cc1cnn(-c2ccccc2)c1N
→ 13%[59 µM]	-16%	-3%	7%	nt	-1%	-4%	-1%	-4%
- O=S(=O)(CCN1C=CC(C(F)(F)F)=NCC1)c1ccc(F)cc1
→ 3%	14%[58.9 µM]	-8%	3%	2%	-2%	-15%	0%	1%
- O=C1CN(C(=O)c2cc3ccccc3o2)c2ccccc2N1
→ ?	29%	-13%	8%	-19%	-13%	-14%	4%	-10%
- O=C1CCC(C(=O)NCc2cccnc2)N1 (stereo not given)
→ ?	4%	-11%[11.4 µM]	29%	0%	4%	-5%	11%	0%
- COCCNC(=S)N/N=C/c1ccccc1C(=O)O
→ 8.9µM*	9%	?	25%	?	-6%	-6%	19%	1%
- O=C(/C=C/c1ccccc1[N+](=O)[O-])NCC1CCCO1 (stereo not given)
→ -5%[59 µM]	-1%	-6%	18%	-31%	-17%	0%	22%	8%
- CCOC(=O)N1CCN(C(=O)Nc2ccccc2)CC1
→ -7%	154%[activator]	-11%	0%	8%	-7%	-14%	0%	-3%
- CCc1noc(C)c1C(=O)N1CCCSC1=Nc1ccccc1
→ 0%[59 µM]	-2%	2%	nt	1%	-7%	-10%	-4%	nt
- Cc1ccc(NC(=O)CCCc2nc(-c3ccco3)no2)cc1Cl
→ -24%[59 µM]	-7%	-18%	-15%	-7%	-12%	-4%	nt	-6%
- CCN(CCCNC(=O)c1cc2c(=O)n(C)c3ccccc3c2s1)Cc1ccccc1
→ ?	?	-27%	-15%	nt	-5%	-29%	nt	166%[activator]
- CN1CCN(c2ccc(S(=O)(=O)N3CCCCC3)cc2NC(=O)COc2ccc([N+](=O)[O-])cc2)CC1
→ ?	11%	-20%	nt	2%	-3%	-14%	5%	nt
- COc1ccc(NC(=O)CN2C(=O)CCn3nc(-c4cccn4C)cc32)cc1Cl
→ ?	17%	?	-11%	?	-3%	-15%[60.1 µM]	nt	-3%
- CCOc1ccc(C(=O)COC(=O)c2cc(=O)[nH]c3ccccc23)cc1
→ 4%[0.501 µM]	8%	-10%	nt	9%	5%	-5%	3%	nt
- C=C(C)C(=O)Nc1ccc(NC(C)C)cc1
→ ?	1%	-15%	7%	-22%	-8%	-3%	-4%	-5%
- Cn1cccc1C(=O)N1CCC2(CCCN(C(c3ccccc3)c3ccccc3)C2)CC1
→ -5%[12.7 µM]	nt	nt	nt	nt	nt	-3%[60.1 µM]	0%	-9%
- Cc1sc(N2C(=O)C3C(C2=O)[C@H]2C=C[C@@H]3C2)c(C#N)c1C (stereo not given in full)
→ 9%	8%	2%	4%	0%	-22%	3%	4%	-1%
- COc1ccccc1/C=C/CN1CCC(n2nccc2NC(=O)CCc2ccccc2)CC1
→ -13%[59 µM]	-9%	-36%	-2%	-35%	-7%	-20%	64%[activator]	-6%
- O=[N+]([O-])c1ccc(N/N=C/c2c[nH]c3ccccc23)cc1
→ 28%[0.501 µM]	22%	?	41%	?	-12%	-18%	4%	-7%
- COCCN(C(=O)COc1ccccc1)c1nnc(-c2cccnc2)s1
→ 0%	1%	-21%	1%	-1%	2%	-21%	0%	1%
- CCCCCCCCNC(C)C(O)c1ccc(SC(C)C)cc1 (stereo not given)
→ -8%[59 µM]	2%	-21%	-2%	-23%	-9%	-8%	1%&2%	-8%&-5%
- COc1cccc(CNC(=O)C2CCN(C(=O)N3CC(C)Oc4ccccc43)CC2)c1 (stereo not given)
→ -3%	-29%	-8%	24%	7%	-12%	-12%	-7%	1%
- COc1ccc(C(=O)Nc2ccccc2C(=O)N2CCOCC2)cc1
→ -6%	12%	-4%	4%	2%	2%	-10%	-15%	1%
- CCNC(=O)c1ccc2nc(CCc3ccccc3)oc2c1
→ -3%[59 µM]	-9%	-1%	21%	-3%	-9%	-6%[60.1 µM]	nt	0%
- CCOC(=O)c1csc(NC(=O)c2ccc(OCC)cc2)n1
→ 2%	57%[activator]	-22%[57.1 µM]	-2%	-15%	-17%	-6%	-2%	-7%
- CS(=O)(=O)Nc1ccc(C(=O)N2CCCCC2)cc1
→ 22%[12.7 µM]	45%[activator]	-6%	2%	10%	-12%	1%	1%	-2%
- OC(CCCN1CCCCC1)(c1ccccc1)c1ccc(C(F)(F)F)cc1 (stereo not given)
→ nt	19%	-10%	nt	nt	-17%	-7%	nt	nt
- Cc1cccc(CCNS(=O)(=O)c2ccc(S(=O)(=O)N3CCCCC3)cc2)c1
→ ?	-13%	-5%	0%	-2%	0%	4%	1%	0%
- Cc1ccc(C(CNS(=O)(=O)c2ccc([N+](=O)[O-])cc2)N2CCN(C)CC2)cc1 (stereo not given)
→ ?	?	-20%	nt	6%	4%	9%	-2%	nt
- CN1C(c2ccc(F)cc2)=CS/C1=C(/C#N)c1nnc2n1-c1ccccc1SC2
→ nt	27%	-12%	nt	nt	-21%	-9%	nt	nt
- CCC(=O)N(C)CCc1cc2c(c(OC)c1/C=N/NS(=O)(=O)c1ccc(C)cc1)OCO2
→ -35%	12%	-1%	1%	-5%	-13%	-5%	2%	0%
- CCCNC(=O)NC(=O)CN1CCCC1c1ccc2c(c1)OCCO2 (stereo not given)
→ 16%[59 µM]	13%	-5%	-26%	3%	-12%	2%	75%[activator][12.4 µM]	0%
- COC(=O)C1CCN(CCCOc2ccc(CN3CCN(c4ccc([N+](=O)[O-])cc4)CC3)cc2)CC1
→ ?	-8%	?	28%	-33%	-9%	-3%	1%	-6%
- O=C(CNC(=O)c1cnccc1C(F)(F)F)c1cccc(Cl)c1
→ -8%	26%	-21%	-14%	2%	-18%	6%	-1%	-1%
- Cc1cccc(OCCCC(=O)Nc2nccs2)c1
→ 21%	11%	-11%	24%	-3%	-13%	-7%	0%	-5%
- O=S(=O)(c1cccc(S(=O)(=O)N2CCC(Cc3ccccc3)CC2)c1)N1CCOCC1
→ ?	?	-5%[11.4 µM]	-2%	-3%	-3%	-9%	3%	-3%
- O=C(c1ccc(OC2CCN(Cc3ccccn3)CC2)cc1)N1CCCC(O)C1 (stereo not given)
→ -28%	100%[activator]	-20%	23%	-3%	-20%	3%	0%	-3%
- OCC1(CCOc2ccccc2)CCN(CCCn2cccn2)CC1
→ 16%[59 µM]	145%[activator]	-6%	38%	-22%	-21%	4%	7%	0%
- Cc1ccnc2nc(C(=O)OCC(=O)Nc3ccc([N+](=O)[O-])cc3Br)nn12
→ 4%[12.7 µM]	25%	-9%	nt	-5%	-20%	0%	12%	nt
- O=C(N/C(=C/c1cccs1)C(=O)N1CCCCCC1)c1ccccc1
→ ?	-5%[58.9 µM]	-15%	6%	6%	-5%	-16%	-3%	7%
- CCC(=O)Nc1ccc(C(=O)NNC(=O)Cc2ccccc2)cc1
→ 50%[59 µM]	4%	-21%	-12%	-1%	-16%	-2%	3%	3%
- CCN1C(=O)C2(SC(NC(C)=O)=NN2C(C)=O)c2cc(C)cc(C)c21 (stereo not given)
→ 12%[59 µM]	9%	-13%	26%	4%	-8%	-5%	19%	2%
- CC(C)CNC(=O)COC(=O)c1ccc(Cl)c(S(=O)(=O)N2CCc3ccccc32)c1
→ 3%	-13%	-11%	7%	nt	-14%	-4%	-6%	-3%

# Entries listed so far shown as hits in Pol iota inh:
mol	G9a inh	Pol iota inh	JMJD2A Tudor	BAZ2B inh	Pol eta inh	Pol kappa inh	BLM helicase inh
O=C(/C=C/c1ccccc1)c1ccc2ccccc2c1	nt	22µM*	77%[activator]	nt	-17%	-12%	nt

# Two of the compounds above, with bars between the fields.
canonical_smiles | G9a inh | Pol iota inh | JMJD2A Tudor | POLB inh | BAZ2B inh | Pol eta inh | Pol kappa inh | APEX1 inh | BLM helicase inh
CS(=O)(=O)Nc1ccc(C(=O)N2CCCCC2)cc1 | 22%[12.7 µM] | 45%[activator] | -6% | 2% | 10% | -12% | 1% | 1% | -2%
OC(CCCN1CCCCC1)(c1ccccc1)c1ccc(C(F)(F)F)cc1 (stereo not given) | nt | 19% | -10% | nt | nt | -17% | -7% | nt | nt

# An excerpt; count on the stated rates, not on these rows.
